# TDP43 rescue – qHTS of TDP-43 Inhibitors; TDP-43 expressing yeast growth rescue, BacTiter-Glo, 24 h; Potency, µM (titrated, usually from 46.1 µM), for inactives: at the highest dose growth rescue (activation), actives largely listed as activators; 1.8% of 410,000 active; AID 652104, 2013; also: potency is read from the fitted curve at half-maximal effect; % of control where 0% means no effect; nearly all actives have a fitted effect of over 50% in size
#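 Yeast cells expressing TDP-43 under galactose induction are exposed to compounds for 24 hr at 30 deg C. BacTiter-Glo luminescence measures growth, so protective compounds score as activators.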
# GLP1R inv ag – qHTS of GLP-1 Receptor Inverse Agonists (Inhibition Mode); HEK293 GLP-1R CRE-luciferase, luminescence, 24 h; GLP-1R form is constitutively active; AID 624417, 2012; Potency, µM (series often up to 38.3 µM), for the others: at the highest dose activity change, negative = inhibition, actives largely listed as inhibitors; 1.6% of 410,000 active; Glucagon-like peptide 1 receptor (Homo sapiens), P43220; also: potency is read from the fitted curve at half-maximal effect; % is scaled to controls: 0 for no effect and ±100 for the full control effect; nearly all actives have a fitted effect of over 55% in size
# Target sequence (P43220 whole entry, looked up): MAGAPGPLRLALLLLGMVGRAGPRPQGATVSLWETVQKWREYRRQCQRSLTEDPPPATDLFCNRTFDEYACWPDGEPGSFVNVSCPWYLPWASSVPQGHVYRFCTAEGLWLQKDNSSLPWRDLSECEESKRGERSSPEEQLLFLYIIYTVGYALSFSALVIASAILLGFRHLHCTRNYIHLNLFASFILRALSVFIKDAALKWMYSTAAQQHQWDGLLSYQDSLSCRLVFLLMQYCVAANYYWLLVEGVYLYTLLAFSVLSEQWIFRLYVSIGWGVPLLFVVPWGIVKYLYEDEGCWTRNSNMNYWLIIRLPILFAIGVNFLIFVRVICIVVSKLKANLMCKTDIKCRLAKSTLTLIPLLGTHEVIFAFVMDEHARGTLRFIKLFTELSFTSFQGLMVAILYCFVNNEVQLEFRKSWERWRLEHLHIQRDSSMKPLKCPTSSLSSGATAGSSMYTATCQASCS
#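 Using stably transfected HEK293 (constitutively active GLP-1R, cAMP-luciferase reporter), compounds were incubated 24 hr and luciferase measured by luminescence.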
# MmCpn inh – Inhibitors of TCP-1 ring complex (TRiC) of Methanococcus maripaludis (MmCpn): qHTS; Chaperonin Mm-Cpn (Methanococcus maripaludis); 0.031% of 330,000 active; Potency, µM (titrated, usually from 76.9 µM), inactives show at the top dose activity, negative = inhibition, actives largely listed as inhibitors; purified Mm-Cpn ATPase, ADP Transcreener TR-FRET; AID 504842, 2011; also: potency is read from the fitted curve at half-maximal effect; % is scaled to controls: 0 for no effect and ±100 for the full control effect; nearly all actives have a fitted effect of over 80% in size
#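 Purified archaeal Mm-CPN (25nM final) preincubated 10 min at 37degC with compound, then 10uM ATP for 30 min at 37degC; ADP measured by HTRF Transcreener TR-FRET; buffer 30 mM TRIS pH 7.4, 100mM KCl, 5mM MgCl2, 1mM DTT.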
# pAkt inh – HTS Assay for Inhibitors of Akt Phophorylation: Primary Screen; activity change, % for hits at 50 µM; AID 651550, 2012; 0.32% of 360,000 active; Neuro2A IGF-stimulated pAkt S473 HTRF, 20 min; active compounds read low; in the data active = activity change below about -80%; inconclusive = mostly about -51% to -80%; also: % is scaled to controls: 0 for no effect and ±100 for the full control effect
#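 Single-point screen (50 µM final compound) in Neuro2A cells stimulated 20 min with 6 nM IGF at 37 deg C. After lysis, Ser473-phosphorylated Akt read by HTRF (ex 330 nm, em 615/665 nm) as the 665/615 ratio.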
# aSyn yeast inh – qHTS of alpha-syn Inhibitors | Yeast expressing alpha-synuclein, growth rescue, BacTiter-Glo, 24 h | Potency, µM (doses to about 46.1 µM), without a hit: at the top dose growth rescue (activation), actives largely listed as activators | 0.14% of 370,000 active; also: potency is read from the fitted curve at half-maximal effect; % of control where 0% means no effect; nearly all actives have a fitted effect of over 65% in size
#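 Rescue of yeast growth: cells expressing toxic alpha-synuclein, induced in galactose at OD600 0.02, incubated with compound 24 h at 30 C. ATP luminescence quantified growth; inhibitors of toxicity appear as activators.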
# FUS yeast rescue – qHTS for Suppressors of FUS Proteinopathy: Primary screen using FUS-linked yeast assay | S. cerevisiae FUS-expressing, growth rescue, OD600, 24 h | Potency, µM (top dose mostly 76.6 µM), for the others: top-dose growth rescue (activation), most hits filed as activators | 0.24% of 390,000 active | AID 1347120, 2019;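 also: potency is read from the fitted curve at half-maximal effect; plate controls were DMSO vehicle for no effect and reference control for full effect; nearly all actives have a fitted effect of over 55% in size; some results filed as inactive show a strong effect at the top dose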
#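 Compound concentration series was pinned onto galactose-induced FUS-expressing yeast seeded at OD 0.005. Plates sat 24hr at 30C; absorbance at 600 nm gave growth. DMSO served as background control.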
# PTHR1 ag – qHTS for PTHR1 Agonists: Primary Screen. Parathyroid hormone/parathyroid hormone-related peptide receptor (Homo sapiens), Q03431. HEK293 GP2 PTHR1 cells, GloSensor cAMP luminescence, 1 h. 0.075% of 410,000 active. AID 743266, 2014. Potency, µM (highest dose often 115 µM), inactives show at the top dose activation, most hits filed as activators; also: potency is read from the fitted curve at half-maximal effect; nearly all actives have a fitted effect of over 55% in size; some results filed as inactive show a strong effect at the top dose; inactives centre near -15; many of its hits are not listed in these tables
# Target sequence (Q03431 whole entry, looked up): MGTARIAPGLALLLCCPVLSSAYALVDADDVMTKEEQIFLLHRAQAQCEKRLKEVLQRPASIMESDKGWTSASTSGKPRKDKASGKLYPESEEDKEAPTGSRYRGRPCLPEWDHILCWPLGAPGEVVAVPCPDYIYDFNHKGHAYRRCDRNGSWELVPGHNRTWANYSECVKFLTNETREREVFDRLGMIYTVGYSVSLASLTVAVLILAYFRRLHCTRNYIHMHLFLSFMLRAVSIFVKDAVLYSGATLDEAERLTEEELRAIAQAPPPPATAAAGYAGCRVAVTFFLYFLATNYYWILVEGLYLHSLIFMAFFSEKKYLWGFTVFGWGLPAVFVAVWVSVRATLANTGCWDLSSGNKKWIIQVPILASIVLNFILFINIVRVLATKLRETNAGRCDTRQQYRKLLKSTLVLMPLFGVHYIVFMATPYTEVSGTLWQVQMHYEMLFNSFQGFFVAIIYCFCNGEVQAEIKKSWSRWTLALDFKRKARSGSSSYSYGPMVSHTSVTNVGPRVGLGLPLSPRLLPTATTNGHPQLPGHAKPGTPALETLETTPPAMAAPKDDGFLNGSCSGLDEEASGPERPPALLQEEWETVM
#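 HEK-293-derived GP2 cells expressing PTHR1 and a GloSensor cAMP reporter, 3,000/well, plated overnight, given luciferin plus IBMX (each 0.5 mM as added) for 1 h at 37 °C, then compound for 1 h at 37 °C. Luminescence was read after 15 min at room temperature.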
# GLP1R cytotox – qHTS of GLP-1 Receptor Inverse Agonists: Cytotox Screen | Potency, µM (highest dose often 38.3 µM), for inactives: top-dose activity change, negative = inhibition, hits mostly inhibitors | HEK293 cAMP-luciferase reporter cells, luminescence, 24 h | 0.13% of 410,000 active;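 also: loss of luciferase light is scored as toxicity; potency is read from the fitted curve at half-maximal effect; % is scaled to controls: 0 for no effect and ±100 for the full control effect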
#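 1536-well qHTS counterscreen of the MLSMR; 200 cells/uL, 12 h pre-incubation, 23 nL cpd, 24 h at 37 deg C 5% CO2, luciferase detection reagent, 12 min RT, luminescence. Inhibition = undesired.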
# Abeta rescue – qHTS for compounds that reverse cellular toxicity of Amyloid beta (A-beta) peptide in yeast: Primary Screen; 0.063% of 410,000 active; Potency, µM (top dose mostly 46.1 µM), inactives show at the highest dose growth rescue, actives largely listed as activators; yeast expressing A-beta42, growth rescue, OD600, 48 h; response scale: 0% DMSO, 100% iron-clioquinol control; AID 1347071, 2019; also: potency is read from the fitted curve at half-maximal effect; nearly all actives have a fitted effect of over 55% in size
#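 Yeast growth medium received pinned compounds, then yeast cells expressing toxic A-beta were added; plates incubated at 30 C for 48 hr. Growth read as absorbance at 600 nm, normalized to DMSO and equimolar FeCl3 plus clioquinol controls.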
# * hit, by the source's call; i = inactive; ? = inconclusive; . = not tested or not shown; [ ] = dose if it differs, or a comment. Unless noted, calls follow the shape of the dose curve; as a rule, active = well fitted curve in the direction sought with a large enough effect; inconclusive = small, poorly fitted or top-dose-only effect, or another doubt; inactive = no such curve, though single readings can be large; an effect the other way counts as inactive or inconclusive. A portion of the library; the hit share may differ from the screen's.
# The first three compounds, ahead of the listing:
Compound,TDP43 rescue,GLP1R inv ag,MmCpn inh,pAkt inh,aSyn yeast inh,FUS yeast rescue,PTHR1 ag,GLP1R cytotox,Abeta rescue
CCOC(=O)c1ccccc1NS(=O)(=O)c1ccc(S(=O)(=O)N2CCCC2)cc1,-13.9%,-28.6%,-1.2%,i,24.0%,8.4%,i,-4.3%,-16.6%
Cc1ccc(C(=O)N2CCN(c3ccc(F)cc3)CC2)cc1NC(=O)c1nsc2ccccc12,16.0%,10.1%,.,.,.,32.9%,-51.9%[inhibitor],0.8%,-9.7%
COC1=C/C(=C/c2c(N)n3nc(-c4ccc(C)cc4)sc3nc2=O)C=CC1=O,-20.9%,7.7%,-4.8%,i,-0.3%,36.5%,-30.9%[inhibitor],3.9%,-10.1%

# The listing, from the first entry:
Compound,TDP43 rescue,GLP1R inv ag,MmCpn inh,pAkt inh,aSyn yeast inh,FUS yeast rescue,PTHR1 ag,GLP1R cytotox,Abeta rescue
CCOC(=O)c1ccccc1NS(=O)(=O)c1ccc(S(=O)(=O)N2CCCC2)cc1,-13.9%,-28.6%,-1.2%,i,24.0%,8.4%,i,-4.3%,-16.6%
Cc1ccc(C(=O)N2CCN(c3ccc(F)cc3)CC2)cc1NC(=O)c1nsc2ccccc12,16.0%,10.1%,.,.,.,32.9%,-51.9%[inhibitor],0.8%,-9.7%
COC1=C/C(=C/c2c(N)n3nc(-c4ccc(C)cc4)sc3nc2=O)C=CC1=O,-20.9%,7.7%,-4.8%,i,-0.3%,36.5%,-30.9%[inhibitor],3.9%,-10.1%
CC(C)Oc1ccc(CNC(=S)N/N=C/c2cccnc2)cc1,2.6%,?,-0.1%,i,-1.2%,15.3%,-15.8%[57.5 µM],-18.0%,-4.6%
CCc1cc(Br)ccc1NC(=O)C1CCCO1 (stereo not given),-3.8%,-3.2%,-0.5%,?,-6.8%,-7.0%,i,0.2%,4.1%
COc1ccc(NC(=O)c2cc(C3CCCCN3C(=O)c3cc(C(C)(C)C)nn3C)on2)c(C)c1 (stereo not given),16.1%,?,.,i,1.6%,42.2%,i,-10.7%,-6.0%
COCCCNC(=O)c1ccc(-c2c(C)noc2C)c2ccoc12,?,-5.2%,.,i,-0.1%,-18.8%,-32.0%[inhibitor],-1.8%,3.2%
O=C(N/N=C/c1ccco1)C1(O)c2ccccc2-c2ccccc21,-2.1%,-9.7%,-1.1%,i,-2.0%,-8.9%,-24.5%,5.7%,-14.0%
C[C@H](CO)N1C[C@H](C)[C@@H](CN(C)S(=O)(=O)c2ccc(Oc3ccccc3)cc2)OCc2cnnn2CCCC1=O,12.3%,7.2%,.,i,-0.4%,-6.8%,-5.3%,4.7%,-3.4%
O=C(NC(c1ccccc1)c1ccccc1)C1CCCO1 (stereo not given),-0.2%[9.22 µM],-9.2%,1.0%,i,-15.4%,-3.5%,i,-7.4%,-2.2%

# Going on with the list:
Compound,TDP43 rescue,GLP1R inv ag,MmCpn inh,pAkt inh,aSyn yeast inh,FUS yeast rescue,PTHR1 ag,GLP1R cytotox,Abeta rescue
CCC(=O)Nc1ccc2c(c1)OC[C@@H](C)N(Cc1ccccc1F)C[C@@H](C)[C@@H](OC)CN(C)C2=O,18.0%,11.3%,.,i,0.0%,-4.3%,-1.0%,-8.4%,-7.5%
CCc1noc(C)c1C(=O)OCC(=O)NCc1ccccc1OC,11.9%,17.9%,0.8%,i,5.1%,-19.1%,i,2.8%,-5.5%
O=C(Nc1ccc(Br)cc1)c1ccccc1Br,12.3%,?,-1.9%,i,-15.0%,-12.2%,-16.7%,-12.8%,21.5%
Cc1ccc(/C=N/NC(=S)NC(C)C)o1,9.8%,?,0.6%,i,-5.9%,33.2%,i,?,10.5%
CNC(=O)C1Cc2ccccc2CN1S(=O)(=O)c1cccs1 (stereo not given),19.2%,3.8%,2.4%,i,2.7%,-20.2%,i,-9.0%,8.3%
COc1cccc(N2CCN(C(=O)c3cc(-c4ccccc4)nc4c3cnn4C(C)C)CC2)c1,19.1%,?,0.0%,i,-6.2%,?,27.0%,5.9%,18.7%
CCC1(NC(C)=O)CC2CC1CC2NC(C)=O (stereo not given),-14.8%,0.0%,1.0%,i,2.3%,10.1%,i,7.2%,3.7%
CCOC(=O)CSc1nnc(Cn2c(=O)sc3ccccc32)n1-c1ccccc1C,2.0%,4.8%,1.2%,i,-5.6%,-2.0%,-20.7%,6.8%,0.9%
Cc1nn(Cc2ccc(Cl)cc2Cl)c(Cl)c1/C=C/C(=O)OCC(=O)NCC(F)(F)F,-5.7%,?,0.8%,i,2.2%,38.9%,i,-11.5%,13.6%
COc1cc(/C=N/NC(=O)c2ccc3c(c2)OCCO3)cc(Cl)c1O,8.4%,2.6%,-21.2%,i,-7.6%,-21.5%,-14.2%,5.4%,5.8%

# (listing goes on)
Compound,TDP43 rescue,GLP1R inv ag,MmCpn inh,pAkt inh,aSyn yeast inh,FUS yeast rescue,PTHR1 ag,GLP1R cytotox,Abeta rescue
N#CCSc1nc2sc3c(c2c(=O)n1C1CCCCC1)CCCC3,-6.0%,?,1.9%,i,-1.4%,7.6%,-34.8%[inhibitor],-11.2%,-8.1%
NC(=O)c1cc(C(=O)Cc2ccccc2)c[nH]1,-6.1%,35.4%[activator],-1.9%,i,-5.9%,-3.7%,i,8.8%,-15.7%
COc1ccc(N2C(=O)S[C@@H]3CS(=O)(=O)C[C@@H]32)cc1,-0.6%,11.8%,0.6%,i,-9.6%,-7.9%,i,1.8%,13.0%
COC(=O)c1sc(S(=O)(=O)N2CCCCC2)c(C(=O)OC)c1C,10.2%,0.0%,-7.6%,i,-1.3%,21.0%,i,-3.9%,8.1%
CC[C@H]1CN2CCc3cc(OC)c(OC)cc3C2C[C@@H]1C[C@H]1NCCc2cc(OC)c(OC)cc21 (stereo not given in full),9.7%,-91.1%,1.7%,i,-1.2%,-30.0%,-18.4%,-42.1%,-10.5%
CN1CCN(C(=O)c2cccc(-c3cccc4nccn34)c2)CC1,10.9%,1.5%,.,i,1.1%,-18.7%,-5.4%,2.9%,-12.6%
O=C(N/N=C/c1ccsc1)c1cc2ccccc2o1,6.4%,0.4%,-26.4%,i,-7.6%,-12.6%,-1.9%,-4.7%,0.8%
Cc1cc(C)n(-c2ccc(C(=O)Nc3ccc(C)c(S(=O)(=O)N4CCOCC4)c3)cc2)n1,-23.1%,?,-1.1%,i,5.0%,15.3%,-32.0%[inhibitor],?,-10.5%
O=C(O)C1C2CCC(C2)C1C(=O)NCCC1=CCCCC1 (stereo not given),-9.9%,9.2%,-0.4%,i,-5.2%,16.2%,-7.5%,2.3%,3.8%
c1ccc(N2CCN(c3c4c(nc5ncnn35)CCC4)CC2)cc1,-20.1%,7.3%,2.1%,i,-3.2%,5.4%,-2.1%[57.5 µM],-6.8%,-0.6%

# Part of the list above, showing only GLP1R cytotox, pAkt inh and MmCpn inh.
structure,GLP1R cytotox,pAkt inh,MmCpn inh
N#CCSc1nc2sc3c(c2c(=O)n1C1CCCCC1)CCCC3,-11.2%,i,1.9%
COc1ccc(N2C(=O)S[C@@H]3CS(=O)(=O)C[C@@H]32)cc1,1.8%,i,0.6%

# Carrying on:
Compound,TDP43 rescue,GLP1R inv ag,MmCpn inh,pAkt inh,aSyn yeast inh,FUS yeast rescue,PTHR1 ag,GLP1R cytotox,Abeta rescue
Cc1nn(CC(=O)N(CC(C)C)C2CCS(=O)(=O)C2)c(C)c1[N+](=O)[O-] (stereo not given),0.0%,2.9%,2.8%,i,-15.0%,-15.4%,i,6.5%,-4.6%
COc1ccccc1C/C(N)=N/OC(=O)/C=C/c1ccccc1,?,?,0.6%,i,-53.4%[inhibitor],6.8%,-11.8%,4.3%,-33.5%[inhibitor]
COc1ccc(CC(=O)NNC(=O)c2c(-c3ccccc3Cl)noc2C)cc1OC,16.2%,6.1%,0.0%,i,3.6%,-10.2%,i,5.2%,7.3%
COc1ccc(N(C(=O)c2ccncc2)S(=O)(=O)c2ccccc2)cc1,?,-3.4%,3.1%,i,?,.,-88.8%,-5.3%,-35.2%[inhibitor]
COc1ccccc1Cn1ccn(Cc2c(F)cccc2Cl)c(=O)c1=O,-4.4%,-0.1%,.,.,.,1.5%,?,-0.2%,-24.1%
Cc1ccc(SC(C)C(=O)Nc2cccnc2)cc1 (stereo not given),4.2%,-5.9%,-2.5%,i,3.0%,6.7%,i,-9.6%,18.7%
Cc1c(C(=O)Nc2ccncc2)oc2ccccc12,-7.7%,0.0%,-3.7%,i,-3.7%,3.5%,-29.7%,-10.9%,-7.2%
COc1ccc(NC(=O)c2ccc3c(c2)N(Cc2cccc(Cl)c2)C(=O)c2ccccc2S3(=O)=O)cc1Cl,21.1%,?,.,.,4.2%,39.9%,i,-4.9%,-14.2%
Cc1nc(-n2nc(C)c(Cc3ccccc3Cl)c2C)sc1C(=O)N1CCC(C)CC1,5.6%,0.7%,.,.,.,15.6%,i,-0.8%,-15.1%

# Source: PubChem BioAssay (National Center for Advancing Translational Sciences (NCATS))
